# A549 viability: kills or reduces viability of A549 cells in Nrf2 counter-screen. AID 504648. Potency, µM (top dose mostly 46 µM), for inactives: top-dose activity change, negative = cytotoxicity, hits mostly inhibitors. 390,000 compounds, 0.16% hits. A549 ARE-Fluc cells, CellTiter-Fluor viability, 18-24 h; note: % is set by controls: 0 for no effect and ±100 for the full control effect
#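 A549 ARE-Fluc cells in 5% FBS OPTI-MEM, 5000 cells/well, rested 2 h then exposed to compounds in concentration-response for 18-24 h at 37 °C. Viability by CellTiter-Fluor fluorescence (Ex 405/Em 525) after 30 min; luciferase luminescence (BugLite, 15 min, RT) read afterwards.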
# S2 tox: viability counter-screen for ATXN expression inhibitors. S2 cells (HEK-293 line with an ATXN2-luciferase reporter) viability, CellTiter-Fluor protease fluorescence, 24 h. Potency, µM (series often up to 56.7 µM), most hits filed as cytotoxic. 400,000 compounds, 0.49% hits. AID 651635; note: nearly all actives have a fitted effect of over 40% in size
# Nrf2 block: inhibitors of Nrf2 signaling; A549 ARE-Fluc reporter, luciferase luminescence, 18-24 h; Potency, µM (doses to about 46 µM), without a hit: top-dose activity change, negative = inhibition, most hits filed as inhibitors; 360,000 compounds, 2.1% hits; note: % is set by controls: 0 for no effect and ±100 for the full control effect; nearly all actives have a fitted effect of over 60% in size
#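 Concentration-response testing used A549 ARE_Fluc cells at 5000 cells/well. Following an 18-24 h compound incubation, viability was read by fluorescence (Ex 405/Em 525) and luciferase output by luminescence.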
# ATXN2 expr inh: ATXN2 expression inhibition. Potency, µM (titrated, usually from 57 µM), without a hit: at the top dose activity change, negative = inhibition, hits mostly inhibitors. 360,000 compounds, 0.72% hits. HEK-293 ATXN2-luciferase reporter, luminescence, 24 h; note: % is set by controls: 0 for no effect and ±100 for the full control effect; nearly all actives have a fitted effect of over 55% in size
#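 qHTS (up to 57 uM final) was run with 24 h compound exposure of reporter cells at 37 °C. Each well was multiplexed: SteadyGlo luminescence measured ATXN2-luciferase expression after a fluorogenic Gly-Phe-AFC viability readout (25 uM final).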
# TGFb inhibitor: blocks TGF-b signaling. 410,000 compounds, 1.2% hits. Potency, µM (doses to about 46.1 µM), without a hit: at the highest dose activity, negative = inhibition, actives largely listed as inhibitors. HepG2 CAGA-GFP TGF-b/SMAD3 reporter, GFP fluorescence, 18 h; TGF-beta stimulated, 500 pg/mL final. AID 588855; note: % is set by controls: 0 for no effect and ±100 for the full control effect; nearly all actives have a fitted effect of over 65% in size
#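 Inhibition was scored as loss of TGF-beta-induced (500 pg/mL final, 18 hours, 37 degrees C) GFP in HEPG2 cells carrying a CAGA-GFP reporter, in DMEM with 1% FBS. Well GFP was summed per cell; Activity was normalised to unstimulated and stimulated DMSO wells, then concentration-response fitting.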
# EPAC2 antagonist: blocks human EPAC2 exchange factor | Q8WZA2 | EPAC2 GEF exchange of Rap1B-BODIPY-GDP, fluorescence | Potency, µM (series often up to 114 µM), without a hit: at the top dose activity, negative = inhibition, hits mostly inhibitors | 360,000 compounds, 0.18% hits | AID 720708; note: % is set by controls: 0 for no effect and ±100 for the full control effect; nearly all actives have a fitted effect of over 45% in size; many of its hits are not listed in these tables
# Target sequence (Q8WZA2 whole entry, looked up): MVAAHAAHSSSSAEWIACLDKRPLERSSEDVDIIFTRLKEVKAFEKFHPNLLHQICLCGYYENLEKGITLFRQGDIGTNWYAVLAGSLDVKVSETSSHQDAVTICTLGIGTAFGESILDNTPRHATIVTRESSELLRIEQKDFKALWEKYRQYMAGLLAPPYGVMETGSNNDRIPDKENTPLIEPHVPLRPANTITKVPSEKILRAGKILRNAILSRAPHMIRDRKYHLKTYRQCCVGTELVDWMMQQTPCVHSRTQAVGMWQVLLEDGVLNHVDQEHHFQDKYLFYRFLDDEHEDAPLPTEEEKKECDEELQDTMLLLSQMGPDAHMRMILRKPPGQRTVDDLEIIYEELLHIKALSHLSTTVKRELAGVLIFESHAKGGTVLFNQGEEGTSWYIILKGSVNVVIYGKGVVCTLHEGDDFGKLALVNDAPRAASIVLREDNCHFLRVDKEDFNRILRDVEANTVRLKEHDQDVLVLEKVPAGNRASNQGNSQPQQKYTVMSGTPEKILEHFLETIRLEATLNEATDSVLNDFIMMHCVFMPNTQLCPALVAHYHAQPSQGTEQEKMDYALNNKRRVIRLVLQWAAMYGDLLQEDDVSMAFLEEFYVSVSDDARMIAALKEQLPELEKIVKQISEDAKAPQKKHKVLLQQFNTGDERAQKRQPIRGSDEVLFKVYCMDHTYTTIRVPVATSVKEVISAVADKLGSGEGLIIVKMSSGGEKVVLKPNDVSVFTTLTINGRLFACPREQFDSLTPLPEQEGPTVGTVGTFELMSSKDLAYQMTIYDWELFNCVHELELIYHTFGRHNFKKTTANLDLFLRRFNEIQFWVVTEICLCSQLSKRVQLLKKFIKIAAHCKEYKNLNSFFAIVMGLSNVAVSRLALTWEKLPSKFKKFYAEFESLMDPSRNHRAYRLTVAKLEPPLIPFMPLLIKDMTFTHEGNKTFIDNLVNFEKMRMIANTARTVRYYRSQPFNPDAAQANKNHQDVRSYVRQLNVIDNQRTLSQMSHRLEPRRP
# MCF10A rereplic: inducers of DNA re-replication in MCF 10A breast cells | Potency, µM (titrated, usually from 46.1 µM), for the others: at the highest dose activity, positive = re-replication, actives largely listed as activators | 350,000 compounds, 2.9% hits | MCF 10A DNA re-replication, Hoechst nuclear intensity, 48 h; note: % of control where 0% means no effect; nearly all actives have a fitted effect of over 50% in size
# HepG2 tox: counter-screen for TGF-b inhibitors: cytotoxicity in HepG2 cells; Potency, µM (highest dose often 46.1 µM), for the others: at the top dose activity change, negative = cytotoxicity, usual class: cytotoxic; HepG2 CAGA-GFP viability, ATP luminescence, 18 h; 410,000 compounds, 0.76% hits; note: some results filed as inactive show a strong effect at the top dose
#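 CellTiter-Glo luminescence gave cytotoxicity after 18 hours at 37 degrees C. The cells were HepG2 CAGA-GFP in 1% FBS DMEM, stimulated with 500 pg/mL TGF-beta after compound addition. %Activity was normalised to no-cell wells (complete cell-killing) and DMSO (no toxicity), and curves were fitted and classified.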
# Nrf2 activator: Nrf2 pathway activation. 410,000 compounds, 0.31% hits. AREc32 ARE-luciferase reporter (MCF7-derived line), luminescence, 24 h. Potency, µM (doses to about 46.1 µM), inactives show top-dose activation, hits mostly activators; note: % of control where 0% means no effect; nearly all actives have a fitted effect of over 65% in size
#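 Luminescent ARE reporter assay in AREc32_Fluc cells: overnight plating at 37 deg C, 24 hr compound incubation, Steady-Glo added, 30 min RT before reading.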
# The depositor's hits bear a star; i = inactive; u = inconclusive; x = no result given; [ ] = remark or other dose. Calls come from the whole dose curve; as a rule, active = well fitted curve in the direction sought with a large enough effect; inconclusive = small, poorly fitted or top-dose-only effect, or another doubt; inactive = no such curve, though single readings can be large; an effect the other way counts as inactive or inconclusive. Potency is the fitted concentration of half-maximal effect. These rows are one share of the data; count on the stated rates, not on these rows.
# Value order: A549 viability	S2 tox	Nrf2 block	ATXN2 expr inh	TGFb inhibitor	EPAC2 antagonist	MCF10A rereplic	HepG2 tox	Nrf2 activator
> COc1ccc2c(c1)C(C)CC(C)(C)N2C(=O)NC1CCCCC1 (configuration not stated)
    11%	i	u	2%	-1%	29%	0%	-13%	u
> COCCOC(=O)c1cc(C(=O)c2cc(F)ccc2O)coc1=N
    -2%	i	-10%	-1%	7%	1%	-6%	-4%	0.3%
> Cc1ccc(S(=O)(=O)N2CC=C(C(=O)NCCC(C)C)CC2)cc1
    0%	i	6%	2%	0%	-10%	-2%	6%	0.1%
> COc1ccccc1-c1nc(SCC(=O)O)n[nH]1
    -4%	i	9%	-5%	-8%	18%	2%	-1%	0.2%
> O=C1C(Cl)=C(NC(=O)c2ccccc2)C(=O)C(Cl)=C1NC(=O)c1ccccc1
    u	u	u	u	11µM*	4%	27%	-31%	-2.8%
> CCN(CC)C(=O)C1=C(C)Nc2ncnn2C1c1cccnc1 (configuration not stated)
    -17%	i	8%	x	11%	9%	2%	8%	-0.3%
> COc1cc(NS(=O)(=O)c2ccc(N/C=C(\C=O)c3nc4ccccc4o3)cc2)nc(OC)n1
    1%	i	8%	-24%	10%	-14%	u	-7%	u
> COc1ccccc1OCCOC(=O)Nc1ccccc1
    -1%	i	u	15%	17%	1%	2%	0%	2.7%
> CC(C)(C)C1CCC(=O)N2CCC[C@]2(c2ccccc2)C1 (some centres not stated)
    x	i	x	-14%	x	-11%	x	x	-0.4%
> COc1ccc2cc(C(=O)NCCO)sc(=O)c2c1OC
    -5%	i	20%	4%	-3%	7%	1%	0%	-0.6%
> O=c1[nH]cnc2cc(Cl)ccc12
    0%	i	-3%	11%	0%	9%	4%[9.22 µM]	-31%	-0.5%
> Cc1ccccc1CN1C(=O)c2ccccc2Sc2ccc(C(=O)N3CCCC3)cc21
    -11%	x	x	x	u	x	x	-16%	6.0%
> Cc1ccc(C)c(N2CCN(C(=O)CCCCCn3c(=O)[nH]c4ccccc4c3=O)CC2)c1
    -22%	x	x	x	13%	x	x	0%	0.1%
> O=C(CCC(=O)c1ccc(Br)cc1)Nc1cccc(C(F)(F)F)c1
    -19%	i	u	5%	u	-4%	u	-5%	2.3%
> Cn1c(=O)c2c(nc(Cl)n2Cc2ccc(Cl)c(Cl)c2)n(C)c1=O
    17%	i	-29%	u	1%	-1%	0%	-2%	-0.9%

# Just S2 tox and HepG2 tox, for some of the entries so far:
structure	S2 tox	HepG2 tox
COCCOC(=O)c1cc(C(=O)c2cc(F)ccc2O)coc1=N	i	-4%
Cc1ccc(S(=O)(=O)N2CC=C(C(=O)NCCC(C)C)CC2)cc1	i	6%
COc1ccccc1-c1nc(SCC(=O)O)n[nH]1	i	-1%

# Following part.
# Value order: A549 viability	S2 tox	Nrf2 block	ATXN2 expr inh	TGFb inhibitor	EPAC2 antagonist	MCF10A rereplic	HepG2 tox	Nrf2 activator
> COc1cccc2[nH]c3c(Cl)ncnc3c12
    3%	i	-3%	19%	-7%	-1%	10%	-9%	3.7%
> Cc1ccc(N2C(=O)CC(N3CCN(c4ccccn4)CC3)C2=O)cc1 (configuration not stated)
    4%	i	-4%	8%	1%	23%	13%	-11%	0.4%
> CC1CCN(S(=O)(=O)c2ccc(NC(=O)C3CCN(C(=O)c4ccco4)CC3)cc2)CC1
    2%	i	13µM*	-18%	-23%	9%	1%	0%	4.4%
> COc1ccc(C(OC(=O)c2ccco2)C(=O)NCc2ccc(C)cc2)cc1 (configuration not stated)
    0%	i	26%	-13%	-6%	12%	1%	-16%	-0.1%
> O=C(Nn1cnnc1)c1cc(-c2cccc(Br)c2)nc2ccccc12
    0%	i	-21%	26%	-3%	8%	u	-14%	3.6%
> CN(C(=O)COC(=O)c1nn(C)c(=O)c2ccccc12)c1c(N)n(Cc2ccccc2)c(=O)[nH]c1=O
    0%	i	-14%	5%	25%	7%	0%	-16%	0.4%
> CCNc1nc(CSc2ccccc2)nc2sc(C)c(C)c12
    -1%	i	u	0%	-27%	5%	u	-27%	11%
> N#Cc1ccccc1NC(=O)COC(=O)/C=C/c1ccc(S(=O)(=O)N2CCOCC2)cc1
    -1%	i	-8%	6%	-9%	0%	-1%	0%	-0.2%
> Cn1cc(C(=O)c2ccc(Cl)cc2)cc1-c1nc2ccccc2n1C
    u	u	x	u	-4%	0%	u	-22%	3.8%
> CC(C)c1ccc(-c2noc(SCC(=O)N3CCN(c4ccccc4F)CC3)n2)cc1
    -4%	i	u	5%	u	x	x	-13%	-0.9%
> Cc1ccc(C)c(N2CCN(C(=O)CCS(=O)(=O)c3ccc4c(c3)NC(=O)C(C)S4)CC2)c1 (configuration not stated)
    -1%	i	6.5µM*	x	u	6%	-15%	-22%	-0.5%
> Cc1nnc(SCc2cc(=O)[nH]c(/N=C(\N)Nc3ccccc3Sc3ccccc3)n2)s1
    -1%	i	-7%	2%[11.3 µM]	-1%	-1%	4%	-10%	2.8%
> CCN(CC(=O)Nc1ccc2c(c1)OCCO2)CC(=O)Nc1ccc(C)c(S(=O)(=O)N(C)C)c1
    -4%	i	4%	31%	-5%	-2%	3%	9%	3.1%
> O=c1oc2cc(O)ccc2cc1S(=O)(=O)c1ccccc1
    2%	x	7%	x	-11%	-5%	2.6µM*	-1%	26%
> CC(NC(=O)c1ccco1)C(=O)OC(C)C(=O)NCc1ccccc1 (configuration not stated)
    0%	i	u	-9%	19%	2%	3%	16%	0.2%
> CC(=O)Nc1ccc(S(=O)(=O)N2CCCC2)cc1
    -1%	u	3%	x	16%	-5%	-1%	0%	0.5%
> O=C(Nc1cccc(-c2cn3ccccc3n2)c1)c1cccc(Cl)c1
    u	x	u	u	u	-3%	u	-101%	0.0%
> COc1ccc(C(=O)NCC(c2ccccc2)N2CCCC2)cc1S(=O)(=O)N1CCOCC1 (configuration not stated)
    -1%	i	-9%	10%	-3%	-3%	4%	-2%	0.2%
> Cc1ccc(C(=O)NCCNS(=O)(=O)c2ccccc2[N+](=O)[O-])cc1
    0%	i	-8%	6%	9%	1%	5%	4%	0.3%
> Cc1cc(OCCCC(=O)N2CCCCC2)cc(C)c1Cl
    26%	i	8%	1%	-1%	-4%	u	-10%	-0.7%
> Cc1cc(C(=O)OC(C)C(=O)Nc2cccc(S(=O)(=O)N3CCOCC3)c2)c(C)o1 (configuration not stated)
    -2%	i	6%	-5%	-17%	-1%	0%	0%	-0.7%
> CCC1=C(OC(=O)N(CC)CC)N2C(=O)OC(=NCCOC)[C@]2(Cc2ccccc2)[C@H]2C1=CC[C@H]1C(=O)N(CC)C(=O)[C@H]12
    -13%	i	10%	7%	-23%	10%	2%	-8%	-0.6%
> COc1ccc(NC(=O)COC(=O)c2ccc(N3CCCC3=O)cc2)cc1OC
    -5%	i	-7%	2%	5%	-4%	-4%	7%	-0.3%
> CCCc1cc(=O)[nH]c(SCC(=O)c2[nH]c(C)c(C(=O)OCC)c2C)n1
    2%	i	1%	5%	2%	-8%	14%	7%	-0.8%
> O=C(N/N=C/c1ccsc1)c1ccc2ccccc2n1
    -5%	i	u	26%	-2%	1%	-16%	-12%	u
> CCc1ccc(NC(=O)CN(Cc2ccccc2)S(=O)(=O)c2ccc3nc(C)sc3c2)cc1
    -1%	i	u	-13%	-22%	x	x	-20%	-0.4%
> Cc1nc(-c2ccc(S(=O)(=O)Nc3ccc(OC(F)(F)F)cc3)cc2)co1
    -9%	i	x	-23%	u	x	x	-73%	0.6%
> O=C(NCCN1CCOCC1)c1ccc(CSCc2cccc(Cl)c2)o1
    u	i	5%	x	4%	0%	u	-1%	3.0%
> CCOC(=O)C1CCN(C(=O)C(=O)c2cn(CC(=O)N3CCCCCC3)c3ccccc23)CC1
    -10%	i	-16%	-1%	0%	-1%	2%	1%	-0.1%
> Cc1nc2nc(N)nc(OCc3ccccc3)c2nc1C
    -3%	i	-15%	-1%	4%	2%	-2%	-20%	0.3%
> CCCc1c(C)nc2c(OC)cccc2c1SCC(=O)O
    -2%	i	0%	-4%	-5%	-2%	2%	-16%	-0.2%
> COC(=O)C1CCN(S(=O)(=O)c2c(C)n(C)c(=O)n(C)c2=O)CC1
    0%	i	5%	0%	u	8%	1%	1%	-0.9%
> CCOc1ccccc1/C=N/Nc1nc2ccccc2o1
    -2%	i	7%	4%	-23%	1%	1%	-19%	16%
> NC(=O)CC(NC(=O)Cc1cccc2ccccc12)c1ccc(NCCc2ccc(F)cc2)c([N+](=O)[O-])c1 (configuration not stated)
    -20%	i	-24%	3%	-2%	-5%	6%	0%	-0.6%
> COC(=O)C1CN(S(=O)(=O)c2ccccc2)CCN1S(=O)(=O)c1ccccc1 (configuration not stated)
    0%	i	19%	3%	5%	-1%	u	-21%	0.4%
> COCCNC(=O)/C(C#N)=C/C=C/c1ccccc1
    1%	i	3%	17%	-1%	5%	11%	3%	u
> COc1ccc(C(=O)OCC(=O)NC2CC2)cc1S(=O)(=O)N(C)Cc1ccccc1
    -3%	i	u	-4%	-1%	4%	1%	0%	0.1%
> Cc1ccc(C23CC4CC(CC(C(=O)NC(C)C)(C4)C2)C3)cc1
    11%	u	-18%	-16%	-15%	7%	10%	-82%	2.6%
> O=C(NC(=S)Nc1ccccc1O)c1ccc(Cl)cc1Cl
    1%	i	u	-16%	u	0%	u	-45%	u
> Cc1[nH]c(=O)[nH]c1C(=O)CCCCC(=O)OCC(=O)Nc1ccccn1
    -2%	i	11%	6%	-13%	1%	-5%	3%	-0.6%
> O=C(Cc1ccccc1)CC1(O)C(=O)Nc2ccccc21 (configuration not stated)
    -14%[1.84 µM]	i	11%	-12%	-4%	14%	1%	-16%	0.4%

# Screens (PubChem)
